miR122 inh: miR-122 inhibition in Huh7 cells. Huh7 miR-122 Renilla luciferase sensor, 48 h; neutral wells = 0, positive control = 100. activation (reporter increase), % at 12.5 µM. 340,000 tested, 0.3% active;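 active = mean replicate activation score at least 90 and every replicate individually at or above 90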;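 note: higher luciferase means less miR-122 activity so hits act as miR-122 inhibitors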
RAD54 inh: inhibitors of human RAD54 branch migration | RAD54 Holliday junction branch migration, FAM/BHQ fluorescence | inhibition, % at 10.4 µM | 360,000 tested, 0.14% active | Q92698 | AID 602329;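 active = mean normalized replicate activity at least 40 and at least half of replicates scoring 40 or more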;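 note: 0% = median of neutral control wells and 100% = median of positive control wells; inhibitors cause a drop in the FAM fluorescence signal; in these data hits start at about 50%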
Cneo AK release: Cryptococcus neoformans lysis via adenylate kinase release; 360,000 tested, 0.2% active; lysis activity, % at 15 µM; C. neoformans lysis, adenylate kinase release luminescence, 4 h; normalised: neutral wells 0, clomiphene wells 100;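 active = mean lysis activity across replicates of at least 80%, whatever share of replicates individually reach that level; inactive = mean lysis activity below 80%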
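Signal: Adenylate kinase release luminescence | Assay system: Log-phase Cryptococcus neoformans yeast cells | Input: Cells at 5 × 10^6 per mL | Buffer or medium: Fresh YPD growth medium | Compound: Single dose | Schedule: Static 4 h at 37 °C with compound, 1 h detection | Controls: Clomiphene | Read-out: Luminescence rise reflecting yeast cell lysis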
PglD DTNB: PglD (C. jejuni) enzyme inhibition; 360,000 tested, 0.098% active; inhibition, % at 12.5 µM; purified PglD enzyme, DTNB colorimetric CoA detection; in the data active = inhibition above about 16%, passing the limit was not always enough; note: strong numbers were not always called active
E-sel inducer: E-selectin induction on HUVECs; 260,000 tested, 0.37% active; P16581; HUVEC E-selectin immunofluorescence imaging; normalized: neutral wells 0, TNF-alpha wells 100; activation, % at 7.58 µM; AID 686992;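 active = mean E-selectin-positive cell signal at least 10% of the positive control, reached in at least 60% of replicates, without over 20% cell loss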;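 note: in these data hits start at about 27%; measured in HUVEC primary endothelial cells; signal is the percent of cells scored E-selectin positive by PE staining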
Target sequence (P16581 whole entry, looked up): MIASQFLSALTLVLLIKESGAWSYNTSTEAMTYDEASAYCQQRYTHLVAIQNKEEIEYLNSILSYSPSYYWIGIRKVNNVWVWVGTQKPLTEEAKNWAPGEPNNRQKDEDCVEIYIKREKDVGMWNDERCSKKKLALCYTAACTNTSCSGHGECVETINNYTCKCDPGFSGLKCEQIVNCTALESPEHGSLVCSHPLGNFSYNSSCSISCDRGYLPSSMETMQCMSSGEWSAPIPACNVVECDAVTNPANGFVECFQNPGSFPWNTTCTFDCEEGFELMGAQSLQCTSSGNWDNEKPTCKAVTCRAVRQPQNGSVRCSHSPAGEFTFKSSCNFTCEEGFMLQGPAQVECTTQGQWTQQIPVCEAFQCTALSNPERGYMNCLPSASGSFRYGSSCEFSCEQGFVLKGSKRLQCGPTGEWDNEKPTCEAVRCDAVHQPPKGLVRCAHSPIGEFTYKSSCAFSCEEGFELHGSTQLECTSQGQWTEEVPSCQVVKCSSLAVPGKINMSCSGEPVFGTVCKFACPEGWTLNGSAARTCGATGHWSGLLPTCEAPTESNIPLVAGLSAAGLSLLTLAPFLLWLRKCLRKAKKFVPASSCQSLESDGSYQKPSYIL
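Read-out basis: % PE-positive cells; Test system: HUVEC primary endothelial cells; Technique: immunofluorescence imaging; Dosing: single-point compound dose.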
RAD52 anneal inh: inhibitors of human RAD52 DNA annealing | P43351 | recombinant RAD52 DNA annealing, FRET fluorescence | inhibition, % at 18.7 µM | 360,000 tested, 0.46% active | AID 651710;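 active = every replicate showing at least 50% inhibition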
Target sequence (P43351 whole entry, looked up): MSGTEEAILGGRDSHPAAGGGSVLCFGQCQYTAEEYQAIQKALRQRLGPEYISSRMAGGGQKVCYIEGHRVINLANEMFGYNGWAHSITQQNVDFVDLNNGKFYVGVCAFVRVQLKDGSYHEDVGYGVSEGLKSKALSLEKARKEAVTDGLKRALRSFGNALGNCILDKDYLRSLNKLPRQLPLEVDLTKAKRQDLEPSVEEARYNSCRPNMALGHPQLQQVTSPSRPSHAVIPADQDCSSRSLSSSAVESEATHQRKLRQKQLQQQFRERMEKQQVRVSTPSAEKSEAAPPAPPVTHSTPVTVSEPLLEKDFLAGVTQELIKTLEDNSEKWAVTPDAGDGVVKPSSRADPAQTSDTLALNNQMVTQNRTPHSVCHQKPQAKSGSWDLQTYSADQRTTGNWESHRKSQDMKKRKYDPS
PGC1a acetyl inh: PGC1a acetylation modulation, inhibitor mode. U2OS PGC1a acetylation, AlphaScreen anti-acetyl-lysine; with virally co-expressed GCN5 acetyltransferase. inhibition, % at 15.6 µM. 350,000 tested, 0.17% active. AID 651687;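 active = every replicate shows inhibition of at least 40%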;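 note: 0% = neutral control wells and 100% = positive control wells; some results beyond the cut were filed as inactive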
ERAP1 inh: inhibitors of human ERAP1 aminopeptidase | inhibition, % at 10.7 µM | recombinant ERAP1, Leu-AMC fluorescence, 60 min | 340,000 tested, 0.15% active;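 active = mean replicate inhibition of at least 30%, or all replicates individually reaching that 30% level; inactive = mean below 30% and not every replicate reaching it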;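 note: 0% = neutral control wells and 100% = L-leucinethiol positive control wells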
An asterisk follows results filed as active; . = no result given; [ ] = dose if it differs, or a comment.

SMILES	miR122 inh	RAD54 inh	Cneo AK release	PglD DTNB	E-sel inducer	RAD52 anneal inh	PGC1a acetyl inh	ERAP1 inh
CCn1nnnc1SCC(=O)N1c2ccccc2CCc2ccccc21	0	-11	-2	-2	.	.	-4	.
CO[C@@H]1CN(C)C(=O)c2ccc(NC(=O)Nc3ccccc3)cc2OC[C@H](C)N(CC2CC2)C[C@@H]1C	13[16.7 µM]	-5	-5	1	0.5	9	-8	3
C[C@H]1CN([C@@H](C)CO)C(=O)c2cc(NS(C)(=O)=O)ccc2O[C@@H]1CN(C)C(=O)Nc1cccc2ccccc12	-3[16.7 µM]	-2	-2	1	-1.6	-6	4	-2
O=C(Nc1cc([N+](=O)[O-])ccc1N1CCOCC1)c1cccs1	-8	-14	0	7	-0.2	-22	-2	2
O=C(Cc1ccc2c(c1)OCCO2)Nc1cccc(S(=O)(=O)N2CCOCC2)c1	32	11	-1	-1	-1.9	-10	-6	2
COc1ccc(NC(=O)CS(=O)c2ccc(Cl)c(Cl)c2)cc1 (stereo not drawn)	1	-1	-5	4	-0.2	-12	-6	-2
CC(C)NC(=O)N(C)C[C@H]1OCCCC[C@H](C)Oc2ccc(NC(=O)Cc3ccccc3)cc2C(=O)N([C@H](C)CO)C[C@H]1C	1[16.7 µM]	-7	0	-4	.	27	5	4
COc1ccc(NC(=O)N(C)C[C@H]2Oc3c(NC(=O)CCCCCC(=O)Nc4ccccc4N)cccc3C(=O)N([C@H](C)CO)C[C@H]2C)cc1	.	.	.	.	-0.1	-60	10	2
CCOc1ccc(C(=O)Nc2c3c(nn2-c2ccc(C)cc2)CS(=O)C3)cc1OCC (stereo not drawn)	-1	4	2	3	1.0	-1	-12	4
C[C@@H]1CCCCO[C@@H](CN(C)CC2CCCCC2)[C@H](C)CN([C@@H](C)CO)C(=O)c2cc(NC(=O)c3ccccc3)ccc2O1	-11[16.7 µM]	-4	0	-1	-0.1	-9	-14	3
CCOC(=O)c1nn(-c2ccc(C)cc2)c(=O)cc1OCC(=O)Nc1cccc(C)c1	-7	5	-1	-1	0.5	-6	.	0
CC1(C)CC(=O)C(N=Nc2ccc(F)cc2)=C(O)C1	.	.	.	.	1.2	-19	0	0
CC(Sc1nnc(-c2ccncc2)n1-c1ccc(F)cc1)C(=O)NC1CC1 (stereo not drawn)	-5	8	0	-4	.	-13	2	2
O=C(C1CCCCC1)N1CCc2ccccc21	-4	-10	0	-4	.	1	8	3
Cc1cc(Cl)c(OCCN2C(=O)NC(C)(C)C2=O)c(Br)c1	-6	3	-1	-3	.	.	6	.
CCCCCCCn1c(=N)n(CC(=O)c2ccco2)c2ccccc21	5	9	2	-1	.	.	19	.
C=CCn1c(SCCNC(C)=O)nc2cc(-c3ccccc3)sc2c1=O	1	0	-1	-4	.	-20	.	0
CCn1c(=O)c2c(nc(SCC(=O)NCC3CCCO3)n2C)n(C)c1=O (stereo not drawn)	-5	2	2	0	.	13	-7	3
COc1ccccc1NC(=O)c1ccccc1-c1ccccc1C(=O)O	.	2	0	3	.	-17	.	0
O=C(OCC(=O)N1CCOCC1)c1ccccc1O	-6	10	20	-10	.	-10	-10	2
COc1cccc(CNC(=O)c2ccc(Cl)c(NC3=NC4CS(=O)(=O)CC4S3)c2)c1 (stereo not drawn)	4	3	-10	5	.	2	5	0
COc1cccc(S(=O)(=O)N[C@H]2CC[C@H](CC(=O)NCc3ccc(Cl)cc3)O[C@H]2CO)c1	.	-3	10	0	0.3	12	-1	1
CC(C)NC(=O)N(C)C[C@@H]1OCc2cn(nn2)CCCC(=O)N([C@H](C)CO)C[C@@H]1C	2[16.7 µM]	-6	6	2	0.0	6	0	0
C[C@H]1CN([C@@H](C)CO)C(=O)c2cc(NS(=O)(=O)c3cn(C)cn3)ccc2O[C@H]1CN(C)CC1CC1	1[16.7 µM]	2	1	1	-0.1	-11	15	4
COc1ccc(OCC(=O)N2CCN(S(=O)(=O)c3ccc(Cl)s3)CC2)cc1	-1	2	0	4	-0.3	-13	-5	0

Sorted by the number under PGC1a acetyl inh (smallest number first): 4 of the compounds above.
smiles,PGC1a acetyl inh
CCOc1ccc(C(=O)Nc2c3c(nn2-c2ccc(C)cc2)CS(=O)C3)cc1OCC (stereo not drawn),-12
CC(Sc1nnc(-c2ccncc2)n1-c1ccc(F)cc1)C(=O)NC1CC1 (stereo not drawn),2
C[C@H]1CN([C@@H](C)CO)C(=O)c2cc(NS(C)(=O)=O)ccc2O[C@@H]1CN(C)C(=O)Nc1cccc2ccccc12,4
O=C(C1CCCCC1)N1CCc2ccccc21,8

One compound at a time, as listed above. Values in the order: miR122 inh	RAD54 inh	Cneo AK release	PglD DTNB	E-sel inducer	RAD52 anneal inh	PGC1a acetyl inh	ERAP1 inh
CCOc1ccc(C(=O)Nc2c3c(nn2-c2ccc(C)cc2)CS(=O)C3)cc1OCC (stereo not drawn) is listed as -1	4	2	3	1.0	-1	-12	4
CO[C@@H]1CN(C)C(=O)c2ccc(NC(=O)Nc3ccccc3)cc2OC[C@H](C)N(CC2CC2)C[C@@H]1C is listed as 13[16.7 µM]	-5	-5	1	0.5	9	-8	3

Rewritten field by field: four of the compounds above.
> CC1(C)CC(=O)C(N=Nc2ccc(F)cc2)=C(O)C1
  miR122 inh = .	RAD54 inh = .	Cneo AK release = .	PglD DTNB = .	E-sel inducer = 1.2	RAD52 anneal inh = -19	PGC1a acetyl inh = 0	ERAP1 inh = 0

> COc1ccccc1NC(=O)c1ccccc1-c1ccccc1C(=O)O
  miR122 inh = .	RAD54 inh = 2	Cneo AK release = 0	PglD DTNB = 3	E-sel inducer = .	RAD52 anneal inh = -17	PGC1a acetyl inh = .	ERAP1 inh = 0

> O=C(Cc1ccc2c(c1)OCCO2)Nc1cccc(S(=O)(=O)N2CCOCC2)c1
  miR122 inh = 32	RAD54 inh = 11	Cneo AK release = -1	PglD DTNB = -1	E-sel inducer = -1.9	RAD52 anneal inh = -10	PGC1a acetyl inh = -6	ERAP1 inh = 2

> C[C@H]1CN([C@@H](C)CO)C(=O)c2cc(NS(=O)(=O)c3cn(C)cn3)ccc2O[C@H]1CN(C)CC1CC1
  miR122 inh = 1[16.7 µM]	RAD54 inh = 2	Cneo AK release = 1	PglD DTNB = 1	E-sel inducer = -0.1	RAD52 anneal inh = -11	PGC1a acetyl inh = 15	ERAP1 inh = 4

New compounds follow:
SMILES	miR122 inh	RAD54 inh	Cneo AK release	PglD DTNB	E-sel inducer	RAD52 anneal inh	PGC1a acetyl inh	ERAP1 inh
C[C@@H]1CN([C@@H](C)CO)C(=O)c2cc(NC(=O)c3ccncc3)ccc2O[C@H]1CN(C)Cc1ccccc1	0[16.7 µM]	5	-11	0	-0.4	5	.	-1
O=C(O)C1CCCCC1C(=O)NC1CCCCC1 (stereo not drawn)	-4	0	1	-10	.	.	10	.
COc1ccc(-c2ncc(CN3CCN(CCC(C)C)C(CCO)C3)cn2)cc1 (stereo not drawn)	0	.	.	.	-0.2	-1	2	-5
Cc1noc(C)c1NC(=O)Nc1ccc2c(c1)CC(=O)N([C@H](C)CO)C[C@@H](C)[C@@H](CN(C)C)O2	1[16.7 µM]	2	-1	2	-4.4	7	-3	-3
Cn1c(NC(=O)c2ccc(F)c(F)c2)cc(=O)n(C)c1=O	-5	-9	1	7	0.3	-31	4	4
CCOC(=O)C1CCN(S(=O)(=O)c2c(C)[nH]c(=O)[nH]c2=O)CC1	5	-5	-9	-2	.	.	9	.
O=C(NCc1ccccc1)c1ccc(Cl)nc1	-4	.	.	.	.	-1	-3	12
O=C1C2CC=CCC2C(=O)N1c1ccc(NCCc2ccccc2F)c([N+](=O)[O-])c1 (stereo not drawn)	-7	2	1	2	1.1	-14	10	0
N#Cc1ccc(C(=O)Nc2ccc([N+](=O)[O-])cc2)c(F)c1	-1	.	.	.	.	-2	22	-1
N#C[C@H]1[C@H](c2ccccc2)[C@@H](CO)N1C(=O)C1CCCC1	.	-1	-2	2	-0.1	-26	4	-2
COc1ccc(Cc2nc3ccc(C(=O)NCCn4ccnc4C)cc3o2)cc1OC	-5	-4	4	3	0.3	-8	-6	-2
CCc1ccc2[nH]c(=O)c(C(c3nnnn3Cc3ccccc3)N3CCOCC3)cc2c1 (stereo not drawn)	2	-17	-2	3	.	.	4	.
Cc1ccc(CNC(=O)Cn2cnc3c(NC(=O)OCc4ccccc4)ncnc32)o1	.	-9	-2	-5	0.0	-3	.	1
CCC(=O)NC[C@H]1[C@@H](c2ccc(-c3ccccc3)cc2)[C@H](CO)N1C(=O)C1CC1	-6[16.7 µM]	0	2	4	0.6	-58	12	-2
CC(=O)c1cc(CN2CCN(Cc3ccccc3)C(CCO)C2)cs1 (stereo not drawn)	2	-1	1	1	.	-13	.	0
COC(=O)c1c(NC(=O)c2cccc(N3C(=O)CCC3=O)c2)sc2c1CCN(C(C)=O)C2	.	13	8	2	0.1	-21	.	2
CN1C(=O)c2cc(NC(=O)c3ccc(F)cc3)ccc2OC[C@H]2O[C@@H](CC(=O)NC3CCC3)CC[C@@H]21	-3[16.7 µM]	1	-7	-2	0.1	2	-4	3
Cc1cnc(NC(=O)CCc2ccccc2)s1	22	3	4	7	.	-6	-17	1
COc1ccc(S(=O)(=O)N2CCCCCC2)cc1C(=O)N(C)Cc1ccc(Cl)cc1Cl	.	-2	6	6	0.2	0	.	-1
Cc1csc(SCC(=O)Nc2cccc(S(=O)(=O)N3CCCC3)c2)n1	-3	-3	1	-1	.	.	-24	.
CCOc1ccccc1OCCCC(=O)Nc1sccc1C(N)=O	0	.	.	.	-0.1	-42	.	9
COc1ccc(S(=O)(=O)N2CCC(C(=O)Nc3cccc(C(C)=O)c3)CC2)cc1C	-1	-5	-1	3	.	.	-11	.
CCCCC(=O)Nc1ccc(C(=O)Nc2ccc(OC)cc2[N+](=O)[O-])cc1	0	1	-1	3	0.1	-29	-19	7
COc1ccc(-c2ccc3n(c2=O)C[C@H]2[C@H](CO)[C@@H](C(=O)NC4Cc5ccccc5C4)N[C@@H]32)cc1	-5[16.7 µM]	-9	3	2	-1.4	-12	.	2
CCC(=O)Nc1ccc2c(c1)C(=O)N(C)[C@H]1CC[C@@H](CC(=O)N[C@H](C)c3ccccc3)O[C@H]1CO2	15[16.7 µM]	-9	70	3	0.0	15	21	-1

Next records follow.
SMILES	miR122 inh	RAD54 inh	Cneo AK release	PglD DTNB	E-sel inducer	RAD52 anneal inh	PGC1a acetyl inh	ERAP1 inh
CCOC(=O)c1cc2c(c(CCO)n1)[C@@H](CCO)N(S(=O)C(C)(C)C)C2 (stereo partly drawn)	-4	-9	-1	-1	-0.1	-10	5	0
Cc1ccc(C(=O)NCCNC(=O)c2ccccn2)cc1	-1	-4	-2	2	-0.1	-3	0	-2
NC(=O)CSc1nnnn1-c1ccccc1Cl	-9	-8	2	-2	-1.2	-1	.	1
COc1ccc(Br)cc1CNC(=O)c1ccc2c(c1)N(C)CCS2	3	9	3	-3	0.7	-14	-1	2
CCN(C(=O)CSc1nnc(-c2ccccc2)o1)c1c(N)n(Cc2ccccc2)c(=O)[nH]c1=O	-1	1	1	-1	0.5	-7	1	0
Cc1cc(C)c2c(-n3cccc3)c(NC(=O)OCc3ccccc3)sc2n1	0	-1	1	6	.	.	3	.
C=CCN(C(=O)CSC1=NC(=O)CN1C(C)=O)c1nc(C)c(-c2ccccc2)s1	.	.	.	.	-0.5	-77	6	-3
CCOC(=O)[C@@H](NC(=O)CC[C@H]1O[C@@H](n2ccc(=O)[nH]c2=O)[C@H](O)[C@@H]1O)C(C)C	-1	-5	-2	0	0.0	-18	-3	1
COc1ccccc1CNC(=O)c1cc2c(s1)CS(=O)(=O)C2	-3	2	-3	-5	.	-23	-4	0

Rows were taken by chance, and some 1.4% of all compounds hit somewhere here.
